bIAP inh = bovine intestinal alkaline phosphatase inhibitors, primary screen, selectivity assay for TNAP inhibitor project, biochemical, bovine IAP, CDP-star luminescence; purified bovine IAP, 30 min; inhibition, % at 20 µM; 190,000 tested, under 10 active;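 active means over 50% inhibition of intestinal alkaline phosphatase at 20 µM in the single-dose screen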
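Assay system: bovine IAP enzyme; medium: DEA buffer 100 mM, pH 9.8, with MgCl2 1.0 mM, ZnCl2 0.02 mM; doses: 20 µM single dose; incubation: enzyme reaction for 30 min at room temperature; detection: CDP-star luminescence signal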
bIAP activator = bovine intestinal alkaline phosphatase activators, primary screen, biochemical, bovine IAP, CDP-star luminescence; alkaline phosphatase, intestinal [Bos taurus]; purified bovine IAP, 30 min; hits give high values; fold of DMSO-control signal, blank-subtracted; activation factor at 20 µM; actives 0.17% (n = 200,000);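 active means activation factor of 2 or more at 20 µM, a signal rise over negative controls twice the positive control's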
APP 5UTR inh = inhibitors of APP translation via 5'UTR reporter, primary screen, APP 5'UTR luciferase, SH-SY5Y cells; SH-SY5Y APP 5'UTR-luciferase reporter, luminescence; AID 1285, 2008; inhibition, % at 2 µM; actives 0.82% (n = 190,000);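 active means inhibition above a set limit, derived from the sample mean plus 3 SD, cut at about 45% in these data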; further: values of inactives mirror those of a sister screen read the other way
FLuc act counter = FLuc activators, initial screening, artefact control for FLuc-dependent activation tests, biochemical, ATPlite luminescence | ATPlite luciferase biochemical, 10 min; 0 = ATP-free wells, 1 = DMSO control | activation factor at 10 µM | 200,000 tested, under 10 active;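 active means luciferase activation factor, scaled between plate controls, of at least 2 with compound at 10 µM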
Target sequence (P08659 whole entry, looked up): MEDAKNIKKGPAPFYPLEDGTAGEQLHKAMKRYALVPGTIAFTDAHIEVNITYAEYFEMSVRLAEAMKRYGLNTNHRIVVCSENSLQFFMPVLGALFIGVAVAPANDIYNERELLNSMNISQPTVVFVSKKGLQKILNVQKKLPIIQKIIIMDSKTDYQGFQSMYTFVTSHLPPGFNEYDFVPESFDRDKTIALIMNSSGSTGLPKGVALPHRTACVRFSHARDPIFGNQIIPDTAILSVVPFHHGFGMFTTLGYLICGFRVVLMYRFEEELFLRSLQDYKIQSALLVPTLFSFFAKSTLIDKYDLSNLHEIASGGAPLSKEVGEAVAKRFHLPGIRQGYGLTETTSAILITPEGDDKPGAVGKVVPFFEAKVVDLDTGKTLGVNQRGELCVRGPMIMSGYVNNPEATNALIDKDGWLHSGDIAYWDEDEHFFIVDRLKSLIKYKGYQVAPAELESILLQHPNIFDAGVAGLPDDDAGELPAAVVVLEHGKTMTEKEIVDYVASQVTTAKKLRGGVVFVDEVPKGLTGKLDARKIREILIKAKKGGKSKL
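Material: Luciferase/luciferin reagent mix; Doses: test compounds dosed from 2 mM stocks in 100% DMSO; Schedule: 10 min incubation after luciferase reagent addition, room temperature; Measured by: luminescence from luciferase reaction; Read-out: luminescence gain marking luciferase activators.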
TNAP inh hi DEA = human TNAP enzyme inhibitors, primary screen, biochemical, luminescent, high phosphate acceptor level, uHTS. purified TNAP, CDP-star luminescence, 1 M DEA. inhibition, % at 20 µM. actives 0.03% (n = 200,000);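 active means over 50% inhibition of tissue-nonspecific alkaline phosphatase at 20 µM in the single-dose screen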;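 further: plate controls were DMSO wells for no effect and EDTA-quenched wells as full inhibition for full effect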
Target sequence (P05186 whole entry, looked up): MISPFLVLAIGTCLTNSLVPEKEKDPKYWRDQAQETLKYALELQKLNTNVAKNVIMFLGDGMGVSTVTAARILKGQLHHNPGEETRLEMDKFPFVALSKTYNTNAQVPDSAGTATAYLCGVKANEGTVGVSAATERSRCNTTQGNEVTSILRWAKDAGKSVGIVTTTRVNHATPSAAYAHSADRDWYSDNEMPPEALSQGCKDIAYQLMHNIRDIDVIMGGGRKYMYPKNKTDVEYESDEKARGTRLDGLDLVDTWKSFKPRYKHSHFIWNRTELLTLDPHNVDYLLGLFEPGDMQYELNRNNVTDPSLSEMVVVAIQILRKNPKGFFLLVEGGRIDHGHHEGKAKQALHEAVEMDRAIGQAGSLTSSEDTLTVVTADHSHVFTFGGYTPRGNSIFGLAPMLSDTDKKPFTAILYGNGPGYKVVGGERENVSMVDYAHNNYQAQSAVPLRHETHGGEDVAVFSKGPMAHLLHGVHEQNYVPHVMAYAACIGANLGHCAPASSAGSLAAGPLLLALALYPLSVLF
FLuc inh counter = firefly luciferase enzyme inhibitors, primary screen, artefact control for luciferase-based inhibitor screens, biochemical, luminescence, ATPLite | Luciferin 4-monooxygenase (Photinus pyralis), P08659 | 10 min | inhibition, % at 10 µM | actives 1.5% (n = 200,000);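 active means inhibition above about 50% when tested at 10 µM, limit read from the data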
RAM network inh = inhibitors of the yeast RAM network, primary screen, dse1pr::URA3 reporter, 5-FOA selection; S. cerevisiae dse1pr::URA3 reporter, 5-FOA growth OD615, 2 d; analog-sensitive cbk1-as2 kinase mutant strain; inhibition, % at 50 µM; actives 1.8% (n = 190,000); AID 868, 2007;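 active means inhibition above a set limit, 3 SD over mean compound inhibition, cut at about 8.4% in these data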;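 further: 0% = DMSO-only wells with no growth and 100% = 10 µM 1-NA-PP1 full growth; inhibition rescues growth on 5-FOA so higher OD means more RAM inhibition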
TNAP inh noacc = human TNAP enzyme inhibitors, primary screen, biochemical, luminescent, no phosphate acceptor, uHTS | inhibition, % at 20 µM | purified TNAP, CDP-star luminescence, 30 min | Alkaline phosphatase, tissue-nonspecific isozyme (Homo sapiens), P05186 | actives 0.26% (n = 200,000);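 active means tissue-nonspecific alkaline phosphatase inhibition above about 50% at 20 µM in the single-dose screen, limit read from the data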;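 further: 0% = DMSO negative control and 100% = EDTA positive control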
Lmaj promast = Leishmania major promastigote growth inhibition, primary screen; Leishmania major promastigotes, resazurin fluorescence viability; inhibition, % at 10 µM; actives 9% (n = 200,000); in the data active means inhibition above about 50%;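 further: promastigotes grown with compound for 44 hours at 28 °C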
TNAP act hi DEA = TNAP activators at high phosphate acceptor level, primary screen, biochemical, luminescence, uHTS. activation factor at 20 µM. Alkaline phosphatase, tissue-nonspecific isozyme (Homo sapiens), P05186. 200,000 tested, under 10 active. purified TNAP, CDP-star luminescence, 1 M DEA, 30 min; hits give high values; 0 = EDTA background, 1 = DMSO-only activity;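 active means activation factor at least 2 at 20 µM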
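Measured by: Luminescent substrate turnover signal | Test system: Human TNAP | Input: TNAP 1/800 final | Dosing: 20 µM single point | Schedule: 30 min, room temperature | Controls: EDTA wells as negative control, DMSO wells as positive control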
* hit, by the source's call; nt = not tested or not shown.

SMILES	bIAP inh	bIAP activator	APP 5UTR inh	FLuc act counter	TNAP inh hi DEA	FLuc inh counter	RAM network inh	TNAP inh noacc	Lmaj promast	TNAP act hi DEA
COc1ccc(CNC(=O)C(C)Sc2ccc(C)cc2)cc1 (stereo not given)	1	1	20	1	-2	-3	0.0	-14	6	1
Cc1cccnc1NC1(C(F)(F)F)N=C2SCCN2C1=O (stereo not given)	-12	1.1	2	1	0	-3	1.0	-7	-5	1
Cc1ccc2oc(=S)n(C)c2c1	10	0.9	-13	1.1	-4	-7	0.3	-7	4	1
N=c1n(CCN2CCCCC2)c2ccccc2n1CC(O)c1ccc(Cl)c(Cl)c1 (stereo not given)	-31	1.3	3	1.1	-8	-6	1.6	-5	100*	1.1
Cc1ccc(NC(=O)C2CCN(c3cnccn3)CC2)cc1	-2	1	-2	0.1	-5	85*	1.9	0	78*	1
Oc1csc(Cc2nc(-c3ccc(-c4ccccc4)cc3)cs2)n1	5	0.9	-50	0.9	-2	9	4.7	-7	-13	1
CCOC(=O)c1ccc(CNS(=O)(=O)c2c(C)ccc3nsnc23)o1	10	0.9	-4	1.1	2	-6	1.1	-8	-5	1
CC(C)[C@H](N)c1nnc(SCc2ccc(Cl)cc2)o1	-2	1	3	1.1	-2	-7	-0.9	-9	-4	1
CN(C)C(CNC(=O)CNC(=O)c1ccc(Br)cc1)c1ccccc1 (stereo not given)	-5	1.1	-34	1	-6	-3	0.6	-12	-1	1.1
CC(=O)OC(COc1ccccc1)Cn1cnc2ccccc21 (stereo not given)	-11	1.1	-14	1	0	-3	1.4	0	1	1
COc1cc(/C=C2/SC(=S)N(C)C2=O)ccc1OC(=O)c1ccco1	-1	1	-20	1.1	32	-6	4.1	10	-1	0.7
COC(=O)/C(=C\c1c[nH]c2ccccc12)NC(C)=O	5	1	2	1	-5	-1	-0.5	-6	-1	1.1
O=C(CSc1nnc(-c2ccncc2)n1Cc1ccccc1)NCCc1ccccc1	0	1	-8	1	-6	-4	-0.7	-18	4	1.1
CC(C)(O)C#Cc1ccc(CN2CCN(Cc3ccsc3)C(CCO)C2)s1 (stereo not given)	-2	1	-2	1.1	-7	-6	2.5	-10	-1	1.1
CSCCNCc1c(C(=O)N2CCOCC2)nc2c(C)cccn12	6	0.9	-8	1.1	-2	-6	-0.8	-5	-5	1

4 entries from above, ordered by the number in bIAP inh, high to low.
| Molecule | bIAP inh |
| --- | --- |
| COC(=O)/C(=C\c1c[nH]c2ccccc12)NC(C)=O | 5 |
| COc1cc(/C=C2/SC(=S)N(C)C2=O)ccc1OC(=O)c1ccco1 | -1 |
| Cc1cccnc1NC1(C(F)(F)F)N=C2SCCN2C1=O (stereo not given) | -12 |
| N=c1n(CCN2CCCCC2)c2ccccc2n1CC(O)c1ccc(Cl)c(Cl)c1 (stereo not given) | -31 |

The listing picks up with the two entries that preceded the break.
SMILES	bIAP inh	bIAP activator	APP 5UTR inh	FLuc act counter	TNAP inh hi DEA	FLuc inh counter	RAM network inh	TNAP inh noacc	Lmaj promast	TNAP act hi DEA
CC(C)(O)C#Cc1ccc(CN2CCN(Cc3ccsc3)C(CCO)C2)s1 (stereo not given)	-2	1	-2	1.1	-7	-6	2.5	-10	-1	1.1
CSCCNCc1c(C(=O)N2CCOCC2)nc2c(C)cccn12	6	0.9	-8	1.1	-2	-6	-0.8	-5	-5	1
O=C(CN1CCN(c2ccccc2F)CC1)NC(=O)NCc1ccccc1	1	1	6	1.1	-4	-8	-0.4	-12	-4	1
CCn1c(SCC(=O)Nc2cc(OC)c(OC)c(OC)c2)nnc1-c1cccs1	-10	1.1	-6	1	-5	1	1.5	7	0	1.1
CCOC(=O)c1c(N)n(C2CC(C)(C)NC(C)(C)C2)c2nc3ccccc3nc12	-14	1.1	4	1.1	-10	-6	0.2	-20	83*	1.1
COc1cc2nc(C3CCC3)nc(N3CCN(c4ccccn4)CC3)c2cc1OC	22	0.8	-21	1	-5	-4	1.4	-4	54*	1.1
O=S(=O)(/N=S1/CC=CCN1S(=O)(=O)c1ccccc1)c1ccccc1 (stereo not given)	13	0.9	-1	1	-1	3	1.8	-6	-4	1
Cc1nc2c3ccccc3nc(NNC(=O)CCC(=O)NCCC(C)C)n2n1	-10	1.1	-21	1	4	2	9.2*	-114	-3	1
COc1cc(C)c(C)cc1S(=O)(=O)N1CCCCC1c1cccnc1 (stereo not given)	5	1	-1	1.1	-4	-6	2.4	-13	92*	1
COc1ccc(Cn2c(CCC(=O)Nc3ccc(C)cc3)nc3cccnc32)cc1	11	0.9	-4	1	-6	-4	1.0	-17	8	1.1
CCOC(=O)C1CCCN(C(=O)c2ccco2)C1 (stereo not given)	12	0.9	-7	1	0	0	-0.2	-8	-7	1
CC(C)c1ccc2[nH]c3nc(SCC(=O)N4CCOCC4)nnc3c2c1	-6	1.1	-15	0.6	-2	38	-0.7	-6	12	1
CCN(CC)S(=O)(=O)c1ccc2c(c1)nc(CCC(=O)OCC(=O)Nc1c(F)cccc1F)n2C	3	1	-15	1	0	0	3.1	-10	-6	1
CCOC(=O)c1nn(-c2ccccc2)c(=O)cc1SC(C)CC (stereo not given)	3	1	1	1.1	-5	-12	0.9	8	2	1.1
CC(=O)c1ccc(OCCCC(=O)n2nnc3ccccc32)cc1	2	1	-11	1	1	-3	0.2	-2	-3	1
CSc1ccc(S(=O)(=O)Nc2ccc3c4c(cccc24)CC3)cc1	19	0.8	4	1	0	-1	3.7	-2	10	1
CCCS(=O)(=O)c1nc(C)cc(C)c1S(C)(=O)=O	-5	1	-10	1	-1	1	0.4	-9	-1	1
CCN(CC)S(=O)(=O)c1ccc(C(=O)Nc2ccc3c(c2)OCCO3)cc1	19	0.8	-25	1	2	0	-0.1	10	5	1
COc1ccc(N=c2oc3ccccc3cc2C(=O)Nc2ccccn2)cc1OC	-4	1	-19	0.8	-11	17	3.2	0	-3	1.1
C/C(=N\NC(=O)c1ccncc1)C12CC3CC(CC(C3)C1)C2	-5	1.1	12	0.9	-4	5	-0.1	4	-2	1
CCN1CCN(C(c2cc3cccc(C)c3[nH]c2=O)c2nnnn2Cc2ccccc2)CC1 (stereo not given)	5	1	-29	1	4	-2	0.7	-5	-9	1
CC1CN(C(=O)c2cccn(Cc3c(Cl)cccc3Cl)c2=O)CC(C)O1 (stereo not given)	-6	1.1	-15	1	-5	-5	2.1	-11	-4	1
Cn1nc(C(=O)NC(C)(C)C)c2ccccc21	7	0.9	13	1	-6	-5	-0.4	-8	-7	1.1
CC(=O)Nc1ccc(-c2csc(NC(C)c3ccccc3)n2)cc1 (stereo not given)	-17	1.2	-27	1	2	0	2.0	-1	8	1
COc1ccc(S(=O)(=O)Nc2nnc(Cc3ccc(OC)c(OC)c3)s2)cc1	-13	1.1	-8	1	-1	0	3.0	-2	-8	1
N#Cc1c(-n2cccc2)cccc1-n1cccc1	9	0.9	5	1.1	-6	-6	0.0	-11	-5	1.1
CCCOc1ccc(C2CC(=O)NC2=O)cc1 (stereo not given)	5	0.9	3	1	-3	-3	3.2	-4	-7	1
CCC(=O)NNC(=O)CCC(=O)Nc1ccc(C)cc1C	-13	1.1	2	1	-2	-2	0.4	-12	0	1
O=Cc1ccc(N2CCCC2)c([N+](=O)[O-])c1	10	0.9	-2	1	2	-4	2.1	6	-2	1
C[C@@H](C(=O)Nc1cccc(S(=O)(=O)N2CCOCC2)c1)N1C(=O)C2CC=CCC2C1=O (stereo not given in full)	-10	1.1	-12	1	-1	2	1.4	-6	-10	1
O=C(NNC(=O)c1ccccc1Br)c1cccc(Cl)c1	-13	1.1	-20	1	-4	4	0.3	-12	-6	1
Cc1nn(-c2ccccc2)c2sc(C(=O)N3CCOCC3)cc12	11	0.9	-73	1	-4	0	0.9	-6	3	1
CN(CC(=O)NC1CCCC1)S(=O)(=O)c1cnc[nH]1	0	1	-6	1	-2	-3	2.5	-7	-1	1
CCOC(=O)c1sc2nc[nH]c(=O)c2c1C	9	0.9	24	1.1	-6	-6	0.4	-12	6	1.1
Cc1ccc(NNc2c(C)nc3ccccc3nc2=O)cc1	-12	1.1	7	1	1	-4	5.3	-2	-6	1
CCOC(=O)c1ccc(Cn2c(-c3ccccc3)nnc2-c2ccccc2)o1	6	0.9	2	1	1	-4	6.1	-4	17	1
COc1cc(C(c2sc3ncnn3c2O)N2CCN(c3ccccc3F)CC2)cc(OC)c1OC (stereo not given)	-9	1.1	-2	1.1	-6	-10	-1.0	-6	3	1.1
O=C(CCc1ccccc1)NC(=S)Nc1ccc(S(=O)(=O)N2CCOCC2)cc1	1	1	-3	1.1	1	-6	2.9	4	-5	1
CCC(=O)Nc1ccc2c(c1)ncn2-c1ccc(C)cc1	11	0.9	-103	0.5	-5	46	2.2	-17	9	1
CCOC(=O)C1CCCN(C(=O)Nc2ccccc2)C1 (stereo not given)	10	0.9	-3	1	-3	-2	0.3	-13	-4	1
S=C(NCc1ccco1)Nc1ccccc1	6	0.9	23	1.1	-3	-8	0.7	-4	18	1
CCCCNC(=O)CCC(=O)NNc1nc2ccccc2c2nc(-c3ccccc3)nn12	16	0.8	33	1	2	4	3.7	-55	-4	1
Cn1cc(S(=O)(=O)CC(=O)Nc2ccc(Br)cc2)c2ccccc21	13	0.9	8	1	-2	-4	3.5	-21	12	1
O=C1CCCC(O)=C1C(C#Cc1ccccc1)C1=C(O)CCCC1=O	14	0.9	-6	1	2	-4	0.8	0	9	1
O=S(=O)(c1ccc(Cl)c(NC(=S)Nc2cccc(O)c2)c1)N1CCOCC1	-17	1.2	6	1.1	-3	-8	0.4	0	-6	1
COc1cc2nc(CN(C)CC(=O)Nc3ccc(N4CCOCC4)cc3)[nH]c(=O)c2cc1OC	-46	1.5	nt	0.9	-6	11	nt	-22	nt	1.1
Cn1c(SCC(=O)N2CCCc3ccccc32)nnc1-c1ccco1	4	1	-13	1	-4	-4	2.1	-13	-6	1
Cc1cc(C)n(-c2nc3ccccc3nc2N2CCCCCC2)n1	13	0.9	-6	1	-1	-2	0.8	-6	20	1
COc1ccccc1N1CCN(CCCCCCOc2ccc(F)cc2)CC1	17	0.8	4	1.1	-6	-9	1.2	-9	22	1.1
O=C(NCc1cccnc1)c1c(F)c(F)c(F)c(F)c1F	17	0.8	-1	1	0	2	1.3	-8	3	1
COc1ccc(-n2nc(C(=O)O)nc2-c2ccccc2)cc1	16	0.8	-5	1	-5	-2	1.3	-13	-4	1
Cc1cc(NC(=O)COn2nnc3ccc(Cl)cc32)no1	4	1	10	1	-1	-3	3.6	-7	-1	1

Source: PubChem BioAssay
